Bioassay records from PubChem BioAssay.
HSF1 inh: HSF1 inhibition | NIH3T3-HGL HSE-luciferase, MG132-induced, luminescence 8 h; active compounds read low | activity change, negative = inhibition, % at 7.5 µM (by protocol) | 300,000 compounds, 0.77% hits | AID 2098;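 active = more than half of replicate wells show activity change below -50%, luminescence cut by over half; inconclusive = some wells, but at most half, below -50%; inactive = no replicate well below -50%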;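 also: luciferase reports HSF-1 transcriptional activity via heat shock element; 0% = median of DMSO wells and -100% = zero luminescence signal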
HSP90 refold inh: inhibitors of HSP90 luciferase refolding in rabbit reticulocyte lysate; 290,000 compounds, 0.91% hits; inhibition, % at 5.6 µM; AID 1789; luciferase refolding luminescence, 3 h;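 active = inhibition above the screen-wide mean plus 3 SD, computed separately per campaign, cut at about 16% in these data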;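 also: 0% = DMSO wells and 100% = 60 µM geldanamycin wells; inhibitors lower the luminescence because luciferase stays unfolded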
AI-2 QS mod: modulators of Vibrio harveyi AI-2 quorum sensing system; Vibrio harveyi JMH597 AI-2 luminescence/OD600 ratio, 9 h; active compounds read low; strain lacks LuxN and CqsS sensors; 0 = neutral-control median; activity change, % at 7.5 µM; 300,000 compounds, 0.4% hits; AID 2094; in the data active = activity change below about -75%, passing the limit was not always enough; inconclusive = no clear call, values can overlap the other calls;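 also: luminescence divided by OD600 gain over 9 h not by final OD600 alone; inactives centre near 13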
aSyn 5UTR inh: MLPCN primary screen, SNCA 5' untranslated region; alpha-synuclein 5'UTR reporter, inhibitor activity; 300,000 compounds, 0.82% hits; inhibition, % (tested at 7.5 µM); in the data active = inhibition above about 60%; inconclusive = no clear call, values can overlap the other calls;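 also: H4 neuroglioblastoma cells stably carrying SNCA 5'UTR luciferase fusion; 0% = DMSO wells and 100% = positive control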
HIF act: HIF pathway transcriptional activation; U2OS HRE-luciferase reporter, luminescence; normalized: DMSO 0%, desferrioxamine 100%; activation, % at 7.5 µM (by protocol); 300,000 compounds, 0.32% hits;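 active = mean activation of at least 10% of the iron chelator positive control signal, with at least half of replicates also reaching 10%; inconclusive = mean and replicate majority disagree about reaching 10%; inactive = mean and most replicates under 10%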
Platelet DG rel: platelet dense granule release activity; human platelet-rich plasma, SFLLRN dense granule ATP release, luminescence; inhibition, %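 (compounds screened at 7.5 µM in platelet-rich plasma)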; 300,000 compounds, 0.22% hits; AID 1663;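 active = mean replicate score, as percent of positive control, at or above 50; inconclusive = mean below 50 but at least one replicate at or above 50; inactive = mean and every replicate below 50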
KLF5 inh: suppresses KLF5 promoter-driven expression; DLD-1 KLF5 promoter-luciferase reporter, luminescence; inhibition, % at 5 µM; 290,000 compounds, 0.23% hits; AID 1700;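 active = inhibition above a per-plate limit of that plate's mean compound inhibition plus 3 SD, cut at about 60% in these data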;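 also: 0% = DMSO wells and 100% = LY294002 at 200 µM; higher means less KLF5 promoter-driven luciferase light; inactives centre near -14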
HSF1 activator: increases HSF-1 driven luciferase reporter signal | NIH3T3-HGL HSF-1 luciferase reporter, MG132, 8 h; 100% = twice DMSO control signal | activation, % at 9 µM | 300,000 compounds, 1.7% hits;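 active = mean replicate activation of at least 50% with a set share of replicates each reaching 50%; inconclusive = only one of those two conditions met; inactive = mean below 50% and too few replicates reaching it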;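 also: 0% = median of the neutral control wells and 100% = twice that signal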
HDAC3 inhib: human HDAC3 inhibition; recombinant HDAC3, fluorogenic peptide/trypsin coupled, fluorescence; AID 2718; O15379; 320,000 compounds, 0.15% hits; inhibition, % at 8.3 µM; in the data active = inhibition above about 26%, passing the limit was not always enough; inconclusive = no clear call, values can overlap the other calls
Target sequence (O15379 whole entry, looked up): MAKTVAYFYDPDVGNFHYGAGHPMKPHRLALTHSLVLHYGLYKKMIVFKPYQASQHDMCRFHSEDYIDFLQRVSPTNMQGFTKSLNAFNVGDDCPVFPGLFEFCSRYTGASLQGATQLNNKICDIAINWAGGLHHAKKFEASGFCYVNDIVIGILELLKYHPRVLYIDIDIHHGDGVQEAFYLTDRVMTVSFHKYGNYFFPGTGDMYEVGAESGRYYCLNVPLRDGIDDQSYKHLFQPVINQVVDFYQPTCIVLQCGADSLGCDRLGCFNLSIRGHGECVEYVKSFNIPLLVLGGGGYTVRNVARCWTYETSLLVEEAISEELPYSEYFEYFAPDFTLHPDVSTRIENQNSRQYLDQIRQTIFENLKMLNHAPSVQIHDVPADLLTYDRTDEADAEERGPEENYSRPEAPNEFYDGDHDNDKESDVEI
IEC-6 tox: counter-screen for KLF5 inhibitors: cytotoxicity in IEC-6 cells; inhibition, % at 5 µM; 290,000 compounds, 0.78% hits; IEC-6 cytotoxicity, luminescence viability; in the data active = inhibition above about 22%;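 also: 0% = plate median of test compound wells and 100% = cytotoxic reference compound wells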
The depositor's hits bear a star; ? = inconclusive; . = no result given.

SMILES	HSF1 inh	HSP90 refold inh	AI-2 QS mod	aSyn 5UTR inh	HIF act	Platelet DG rel	KLF5 inh	HSF1 activator	HDAC3 inhib	IEC-6 tox
Cc1ccnc(NC(=O)CC(c2ccccc2)c2ccccc2)n1	3	1	17	-8	0.3	7	-4	10	0	-9
O=C(CSc1nnnn1-c1ccc(Cl)cc1)N1CCc2ccccc2C1	2	3	22	-5	-0.4	7	-9	9	1	1
O=C(CSc1nnc(NC(=O)C2CC2)s1)NCc1ccc(F)cc1	1	-5	29	8	1.7	8	2	-7	2	4
Nc1c(-c2ccccc2)sc2ccc3ccccc3[n+]12	-3	-2	15	-28	0.4	9	-26	0	-4	3
COC1=Cc2c(ccc3ccc(=O)oc23)OC1(C)C	-7	-1	13	36	0.3	9	-3	-2	0	4
O=C(COC(=O)c1ccc2c(c1)OCCO2)Nc1cc(Cl)ccc1Cl	-11	9	11	-3	0.4	5	-33	-17	3	0
COc1cc(NC(=O)CCc2nnc3ccc(N4CCC(C)CC4)nn23)cc(OC)c1	0	-3	27	2	0.6	-3	-4	-2	0	-1
COc1cccc(Oc2cn[nH]c2-c2ccc(OC)cc2O)c1	6	-4	31	33	-0.9	.	-9	13	7	-3
CSCCC1(C(=O)O)NC(c2ccccc2O)C2C(=O)N(C(C)C)C(=O)C21 (stereo not drawn)	3	0	18	2	.	-4	-18	-4	-1	1
COc1cccc(CNn2c(-c3cccc(C)c3)nc3ccccc3c2=O)c1	6	0	20	-9	-0.1	5	-26	14	6	-5
COc1ccc(C(=O)NCCS(=O)(=O)NCCc2ccccc2)cc1	22	.	32	-72	2.3	5	.	41	-1	.
NS(=O)(=O)c1cccnc1Nc1cccc(Cl)c1	-1	0	-14	-2	0.3	0	-23	-16	0	-1
Cc1c(-c2ccccc2)sc(Br)c1C(=O)N1CCOCC1	3	1	13	24	-0.3	0	-6	1	-2	-2
COc1ccc(CN(C)c2ncnc(N)n2)cc1	-4	5	9	16	0.1	3	-45	8	-7	2
O=C(/C=C/c1cccc([N+](=O)[O-])c1)c1cccs1	20	1	10	-77	1.8	14	-12	34	7	2
CCOC(=O)C1=C(C)N(c2ccc(OC)cc2)C(=O)/C1=C\c1cccs1	6	0	23	10	0.3	-9	14	31	-6	3
COC(=O)c1[nH]c2ccc(C)cc2c1NC(=O)CN1CCN(C(=O)c2ccccc2)CC1	2	-1	6	19	-0.2	.	-5	-17	-2	-1
CCOC(=O)C1CCN(S(=O)(=O)c2ccc(-c3ccc(=O)[nH]n3)o2)CC1	-1	1	41	-35	-0.6	15	1	-21	-5	5
CCOC(=O)c1nnn(-c2nonc2N)c1CS(=O)(=O)c1ccccc1	0	3	13	-1	-0.2	7	11	-4	1	11
CC(C)C[C@@]12C(=O)N(c3cccc(F)c3)C(=O)N1[C@H](c1ccc(Cl)cc1)[C@@H]1C(=O)N(C3CCCCC3)C(=O)[C@@H]12	-16	.	21	-2	-0.2	-5	.	-36	-14	.
CN(C)c1ccc(-c2n(C)c3ccccc3[n+]2C)cc1	-2	-1	6	8	-0.4	-1	-38	-23	16	10
COCCn1c(=O)[nH]c2cc(C(=O)NCCN3CCN(c4ccccc4)CC3)ccc2c1=O	-6	0	4	4	-0.3	0	-22	-10	-4	-5
Cc1ccccc1NC(=O)c1ccc2nc(N3CCOCC3)sc2c1	-4	6	7	-57	0.8	-9	-70	-12	-1	3
O=C(O)CSc1c2c(nc3cc(C(=O)Nc4cccc(C(F)(F)F)c4)ccc13)CCC2	-7	-4	28	-48	0.8	-14	9	4	5	-2
CNS(=O)(=O)c1cc(N)ccc1C	8	3	28	28	-1.0	-1	3	11	-8	0
CCOc1ccccc1NC(=O)CS(=O)(=O)c1cn(CC(=O)N2CCOCC2)c2ccccc12	15	-2	11	18	-0.2	33	-49	15	1	3
COc1cc(C)ccc1OCCOCCOc1c(C)cc(C)cc1Br	-10	1	-3	13	-0.3	-1	-6	12	-3	2
Cc1ccc(N2CC(C(=O)Nc3cccc(F)c3)CC2=O)cc1 (stereo not drawn)	-1	0	3	15	.	0	-6	-7	-1	-1
O=C1S/C(=C\C=C\c2ccco2)C(=O)N1c1ccccc1	16	2	-52	-217	1.9	3	-16	48	1	-7
CCOC(=O)c1c(C)[nH]c(C)c1C(=O)COC(=O)/C=C/c1cccc(C(F)(F)F)c1	-7	-1	20	-5	-0.5	-14	-32	5	23	8
O=C(CN1CCc2ccccc2C1)NCC(=O)Nc1ccc(F)cc1	-2	-2	5	0	0.1	4	-23	-12	3	-8
CCc1ccc(S(=O)(=O)Nc2ccc(Cl)cn2)cc1	-1	-4	-13	7	0.8	3	-12	-5	10	4
Cc1ccc(S(=O)(=O)N2CCN(CC(=O)N/N=C\c3ccccn3)CC2)cc1	-1	5	7	-5	-0.1	-2	-4	-5	5	8
CC(C)(C)c1ccc(NC(=O)CNC2CCCc3ccccc32)cc1 (stereo not drawn)	6	1	-16	-11	0.4	-7	-23	9	18	-4
CCNC(=O)c1ccccc1SCC(=O)Nc1ccc(F)cc1	-1	5	10	5	-0.7	13	-8	4	-6	1
Clc1ccccc1Cn1nnc(-c2cccs2)n1	21	-5	16	-100	3.2	-2	-46	24	?	0
Cc1ccc(C(=O)NNC(=O)Cc2nc3nc(C)cc(C)n3n2)cc1	0	0	35	8	-0.6	8	-7	12	-3	1
CC(=O)Nc1ccc(S(=O)(=O)N2CCC(NC(=O)c3ccccc3)CC2)cc1	-1	-2	1	-20	-33	-4	-12	-4	2	-7
CN(C)CCC1c2ccc(Cl)cc2CCc2cccnc21 (stereo not drawn) (tested in a mixture with another compound)	5	0	20	11	-21	1	-10	-3	1	5
c1csc(-c2ccnc3ncnn23)c1	-10	0	20	-16	-0.3	-6	-19	2	-60	3
O=C(NNc1ncnc2c1cnn2-c1ccccc1)c1cccs1	4	0	20	-48	1.6	16	-17	-1	4	10
CCOc1ccc(NC(=O)Nc2cc(-c3ccccc3)sc2C(=O)OC)cc1	-7	-1	22	0	0.5	4	-27	-7	4	-1
Cc1ccc(C)c(NC2=CC(=O)CC(C)(C)C2)c1C#N	6	-1	-6	6	-1.3	.	-16	-5	6	-2
CC(C)NS(=O)(=O)c1ccc(CCC(=O)N2CCOCC2)cc1	-4	-4	31	-5	-0.4	4	4	-10	-1	-3
COc1ccc(CNC(=O)C2CC(c3cccc([N+](=O)[O-])c3)=NO2)cc1 (stereo not drawn)	8	-2	7	-48	4.0	0	-22	28	14	3
CC1(C)Cc2c(sc3nc(-c4ccccc4)oc(=O)c23)CO1	9	-2	12	-39	-0.1	-5	4	4	1	0
CN(C)CCCNC(=O)N1c2ccccc2C=Cc2ccccc21	-6	0	20	5	-3.1	15	-32	16	1	-9
Cc1c(Cl)cccc1NC(=S)NC1CC1	1	-1	26	13	-0.2	24	-25	4	-2	-6
CC1=C(C(=O)O)N2C(=O)C(NC(=O)c3nn(C)c(C)c3Cl)C2SC1 (stereo not drawn)	-1	4	18	10	0.6	-4	-19	13	-3	3
COc1ccc(N2CCN(S(=O)(=O)c3ccc(OC)cc3)CC2)cc1	4	0	8	-12	-0.2	-1	-28	33	-3	-3

Four entries from above, field by field.
mol: COc1ccc(C(=O)NCCS(=O)(=O)NCCc2ccccc2)cc1
- HSF1 inh = 22
- HSP90 refold inh = .
- AI-2 QS mod = 32
- aSyn 5UTR inh = -72
- HIF act = 2.3
- Platelet DG rel = 5
- KLF5 inh = .
- HSF1 activator = 41
- HDAC3 inhib = -1
- IEC-6 tox = .
mol: NS(=O)(=O)c1cccnc1Nc1cccc(Cl)c1
- HSF1 inh = -1
- HSP90 refold inh = 0
- AI-2 QS mod = -14
- aSyn 5UTR inh = -2
- HIF act = 0.3
- Platelet DG rel = 0
- KLF5 inh = -23
- HSF1 activator = -16
- HDAC3 inhib = 0
- IEC-6 tox = -1
mol: Cc1c(-c2ccccc2)sc(Br)c1C(=O)N1CCOCC1
- HSF1 inh = 3
- HSP90 refold inh = 1
- AI-2 QS mod = 13
- aSyn 5UTR inh = 24
- HIF act = -0.3
- Platelet DG rel = 0
- KLF5 inh = -6
- HSF1 activator = 1
- HDAC3 inhib = -2
- IEC-6 tox = -2
mol: COc1ccc(CN(C)c2ncnc(N)n2)cc1
- HSF1 inh = -4
- HSP90 refold inh = 5
- AI-2 QS mod = 9
- aSyn 5UTR inh = 16
- HIF act = 0.1
- Platelet DG rel = 3
- KLF5 inh = -45
- HSF1 activator = 8
- HDAC3 inhib = -7
- IEC-6 tox = 2

The list goes on:
SMILES	HSF1 inh	HSP90 refold inh	AI-2 QS mod	aSyn 5UTR inh	HIF act	Platelet DG rel	KLF5 inh	HSF1 activator	HDAC3 inhib	IEC-6 tox
CCO[C@@H]1OC(C(=O)N2CCN(Cc3ccc4c(c3)OCO4)CC2)=C[C@H](c2cn(C(C)=O)c3ccccc23)[C@H]1CCCO	0	15	24	13	-0.7	-3	-9	0	12	1
Cc1cc(F)c(F)cc1C(=O)N1CCCC1	-7	-1	1	9	-0.1	-8	-14	-1	-2	-1
Cc1cccc(-n2c(SCC(=O)NCc3ccco3)nc3ccccc3c2=O)c1	7	2	12	16	-0.8	0	8	10	-1	-2
O=[N+]([O-])c1ccc(-c2nc(NCc3cccnc3)c3ccccc3n2)cc1	-8	6	-3	-5	4.2	-9	-133	11	0	3
COc1ccc(-c2noc3c2-c2nc(-c4ccc(Br)cc4)sc2CC3)cc1	-7	.	29	5	1.1	-2	.	-10	-1	.
CC1CCCCN1CC(O)COCc1ccccc1 (stereo not drawn)	-6	-1	4	3	-32	-10	-13	-3	-1	0
COc1ccccc1NS(=O)(=O)c1cc(NC(=O)CN2C(=O)NC3(CCCC3)C2=O)ccc1C	1	.	18	-2	0.0	-27	.	4	4	.
C[C@@H](C(=O)NCc1ccco1)N1C(=O)N2CCc3c([nH]c4ccccc34)[C@@]2(C)C1=O	1	-5	11	-8	-0.2	-2	4	6	3	3
O=C(CN1CCCCC1)Nc1nnc(-c2ccccc2)s1	9	0	8	-77	1.9	3	-47	0	2	-3

One compound at a time, from the list above. Values in the order: HSF1 inh	HSP90 refold inh	AI-2 QS mod	aSyn 5UTR inh	HIF act	Platelet DG rel	KLF5 inh	HSF1 activator	HDAC3 inhib	IEC-6 tox
Entry for `O=C(CN1CCCCC1)Nc1nnc(-c2ccccc2)s1` → 9	0	8	-77	1.9	3	-47	0	2	-3
Entry for `C[C@@H](C(=O)NCc1ccco1)N1C(=O)N2CCc3c([nH]c4ccccc34)[C@@]2(C)C1=O` → 1	-5	11	-8	-0.2	-2	4	6	3	3
